# Mm-Cpn inhibitor – Inhibitors of TCP-1 ring complex (TRiC) of Methanococcus maripaludis (MmCpn): qHTS; Chaperonin Mm-Cpn (Methanococcus maripaludis); purified Mm-Cpn ATPase, ADP Transcreener TR-FRET; Potency, µM (highest dose often 76.9 µM), for the others: at the top dose activity, negative = inhibition, actives largely listed as inhibitors; 0.031% of 330,000 active; further: potency means the concentration at half of the fitted maximal effect; on the % scale 0 is the no-effect control and ±100 the full control effect; nearly all actives have a fitted effect of over 80% in size
#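 Eu-cryptate anti-ADP/ADP-d2 competition gives a ratio inversely related to ADP. Enzyme at 25 nM was pre-exposed to compound for 10 min, then given 10 uM ATP for 30 min, 37°C throughout.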
# EPAC2 antagonist – qHTS for Antagonist of cAMP-regulated guanine nucleotide exchange factor 2 (EPAC2): primary screen; EPAC2 GEF exchange of Rap1B-BODIPY-GDP, fluorescence; 0.18% of 360,000 active; Rap guanine nucleotide exchange factor 4 (Homo sapiens), Q8WZA2; Potency, µM (doses to about 114 µM), inactives show top-dose activity, negative = inhibition, actives largely listed as inhibitors; AID 720708, 2013; further: potency means the concentration at half of the fitted maximal effect; on the % scale 0 is the no-effect control and ±100 the full control effect; nearly all actives have a fitted effect of over 45% in size; many of its hits are not listed in these tables
# Target sequence (Q8WZA2 whole entry, looked up): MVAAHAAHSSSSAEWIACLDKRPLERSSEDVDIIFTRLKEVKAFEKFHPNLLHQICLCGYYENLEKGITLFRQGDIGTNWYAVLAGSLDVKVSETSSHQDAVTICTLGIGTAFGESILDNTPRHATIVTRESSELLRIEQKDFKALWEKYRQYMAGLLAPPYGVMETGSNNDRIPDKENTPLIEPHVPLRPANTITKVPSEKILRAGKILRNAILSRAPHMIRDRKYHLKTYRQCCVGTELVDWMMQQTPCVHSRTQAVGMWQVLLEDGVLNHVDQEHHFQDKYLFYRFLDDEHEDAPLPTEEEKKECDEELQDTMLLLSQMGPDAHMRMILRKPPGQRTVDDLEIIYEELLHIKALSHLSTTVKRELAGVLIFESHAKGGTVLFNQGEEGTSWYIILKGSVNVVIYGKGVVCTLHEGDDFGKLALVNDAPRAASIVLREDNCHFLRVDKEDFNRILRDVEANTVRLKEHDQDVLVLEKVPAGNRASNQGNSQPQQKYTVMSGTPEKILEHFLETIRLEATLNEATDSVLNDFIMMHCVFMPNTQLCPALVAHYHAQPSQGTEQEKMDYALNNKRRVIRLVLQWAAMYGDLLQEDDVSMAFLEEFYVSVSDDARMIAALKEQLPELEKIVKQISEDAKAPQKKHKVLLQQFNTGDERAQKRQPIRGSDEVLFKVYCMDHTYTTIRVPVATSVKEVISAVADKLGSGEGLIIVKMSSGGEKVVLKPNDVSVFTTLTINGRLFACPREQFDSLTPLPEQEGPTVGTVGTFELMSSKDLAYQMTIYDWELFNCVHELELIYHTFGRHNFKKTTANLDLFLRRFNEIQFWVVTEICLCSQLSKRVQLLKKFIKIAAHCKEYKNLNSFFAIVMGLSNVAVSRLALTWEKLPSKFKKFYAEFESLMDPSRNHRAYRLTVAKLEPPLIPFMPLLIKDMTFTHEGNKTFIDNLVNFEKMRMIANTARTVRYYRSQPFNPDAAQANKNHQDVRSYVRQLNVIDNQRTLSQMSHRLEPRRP
# pAkt inh – HTS Assay for Inhibitors of Akt Phophorylation: Primary Screen; Neuro2A IGF-stimulated pAkt S473 HTRF, 20 min; hits give low values; activity change, % for hits at 50 µM; 0.32% of 360,000 active; in the data active means activity change below about -80%; inconclusive means mostly about -51% to -80%; further: on the % scale 0 is the no-effect control and ±100 the full control effect
#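 Neuro2A cells in DMEM with 0.5% FBS, overnight at 37 deg C, given compound at single 50 µM final, then IGF (6 nM final) for 20 min at 37 deg C. Lysed; phospho-Akt Ser473 by HTRF after 24 h, 665/615 ratio.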
# D3 ag – qHTS of D3 Dopamine Receptor Agonist: qHTS; D3R DiscoveRx beta-arrestin cells, luminescence, 90 min; max activation, %; 0.58% of 410,000 active; AID 652048, 2013; in the data active means max activation above about 30%; further: 0% is about no effect; mostly tested at two doses, the higher about 12 µM
#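 Cells at 1500/well, incubated overnight, then treated with pinned compounds (dopamine as control) for 90 min at 37 degrees C. DiscoveRx reagent added for 30 - 60 minutes at room temperature; luminescence read.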
# DRD3 antagonist – qHTS of D3 Dopamine Receptor Antagonist: qHTS; 2.5% of 360,000 active; AID 652054, 2013; D3R cells, DiscoveRx beta-arrestin luminescence, antagonist mode; hits give low values; max response, negative = inhibition, %; in the data active means max response below about -50%; inconclusive means no clear call, values can overlap the other calls; further: on the % scale 0 is the no-effect control and ±100 the full control effect; mostly tested at two doses, the higher about 12 µM
#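 Cells expressing the human receptor were seeded at 1500 cells/well, incubated overnight at 37 degrees C in 5% CO2, then exposed to library compounds with dopamine controls for 90 minutes at 37 degrees C before luminescent detection.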
# PTHR1 agonist – qHTS for PTHR1 Agonists: Primary Screen. Parathyroid hormone/parathyroid hormone-related peptide receptor (Homo sapiens), Q03431. HEK293 GP2 PTHR1 cells, GloSensor cAMP luminescence, 1 h. Potency, µM (series often up to 115 µM), without a hit: at the top dose activation, hits mostly activators. 0.075% of 410,000 active; further: potency means the concentration at half of the fitted maximal effect; nearly all actives have a fitted effect of over 55% in size; some results filed as inactive show a strong effect at the top dose; inactives centre near -15; many of its hits are not listed in these tables
#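 HEK-293-derived GP2 cells expressing PTHR1 and a GloSensor cAMP reporter, 3,000/well, plated overnight, given luciferin plus IBMX (each 0.5 mM as added) for 1 h at 37 °C, then compound for 1 h at 37 °C. Luminescence was read after 15 min at room temperature.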
# EPAC2 agonist – qHTS for Agonist of cAMP-regulated guanine nucleotide exchange factor 4 (EPAC2): primary screen. EPAC2 activation, biochemical qHTS; response scale: 100% = 6.5 mM cAMP response. Potency, µM (highest dose often 154 µM), without a hit: at the highest dose activation, usual class: activators. 0.079% of 360,000 active. AID 720711, 2013; further: potency means the concentration at half of the fitted maximal effect; nearly all actives have a fitted effect of over 50% in size
#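 Exchange assay: 100 nM EPAC2 with 250 nM Rap1B-BODIPY-GDP and 50 uM GDP. Fluorescence (ex 480/em 540 nm) read every 5 min for 30 min at room temperature. Data normalized to 6.5 mM cAMP as agonist control.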
# CCT chaperon mod – High-Throughput Screening for Modulators of Cytosolic Chaperonin Activity. purified chaperonin ATPase assay, HTRF ADP detection, 30 min. activity change, % (concentration not given with the values), hits read low. 0.3% of 360,000 active. AID 651819, 2012; in the data active means activity change below about -30%; further: on the % scale 0 is the no-effect control and ±100 the full control effect
#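 ATPase activity: ADP formed was measured by HTRF Transcreener (665/615 nm ratio) after 30 min at 37 deg C with 10 uM ATP. Compounds screened at one 76 uM concentration against 40 or 20 nM TRiC in Tris pH 7.4/KCl/MgCl2/DTT buffer.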
# * hit, by the source's call; i = inactive; ? = inconclusive; · = no result given; [ ] = another dose, or the depositor's remark. Unless noted, the call rests on the fitted dose curve; in most records, active means well fitted curve in the direction sought with a large enough effect; inconclusive means small, poorly fitted or top-dose-only effect, or another doubt; inactive means no such curve, though single readings can be large; an effect the other way counts as inactive or inconclusive. This is a subset; rates above refer to the full screens.
# Sequence of screens – Mm-Cpn inhibitor | EPAC2 antagonist | pAkt inh | D3 ag | DRD3 antagonist | PTHR1 agonist | EPAC2 agonist | CCT chaperon mod
CC(C)C(N)c1csc(Nc2cc(Oc3ccccc3)ncn2)n1 (stereo not drawn)
  · | 5% | i | 4 | 37 | i | 1% | -0.5
CN1CCN(c2ccc(CNC(=O)c3ccc(-c4cnn(C)c4)c4ccoc34)cc2)CC1
  · | 10% | i | -7 | 3 | i | -5% | 0.1
Cc1cccc(NC(=O)CN2CCN(C(=O)c3ccc(OCc4cn5ccccc5n4)cc3)CC2)c1C
  3% | -11% | i | -3 | -3 | -29% | 5% | -2.9
CCOC(=O)C1(Cc2ccccc2C(F)(F)F)CCN(C2CCC2)CC1
  5% | -3% | i | -11 | -15 | -7% | -8% | 0.3
CC(C)c1ccc(N(CC(=O)NCc2cccnc2)S(=O)(=O)c2ccccc2)cc1
  -2% | -8% | i | 2 | 18 | i | 3% | -0.8
O=C(NCCc1ccccc1)c1cc(=O)c2ccccc2o1
  2% | 5% | i | 10 | -9 | -17% | 7% | -1.0
CC1(c2nnnn2Cc2ccccc2)CCC(=O)N1CCOc1ccccc1 (stereo not drawn)
  · | -2% | i | -11 | ? | -22% | 6% | -3.2
N#CCCNS(=O)(=O)c1ccc(C(=O)OCC2CCCCC2)cc1
  -1% | -16% | i | -5 | -13 | i | -4% | 0.9
Cc1nc2ccccc2c2oc(C(=O)Nc3ccc(C(C)C)cc3)cc12
  1% | -23% | i | 1 | 51 | -67%[inhibitor] | -13% | -0.5
CN(C)CCCN(C(=O)c1sc2ccccc2c1Cl)c1nc2c(F)cccc2s1
  -11% | 1% | i | -8 | 2 | i | 3% | 1.5
CCOC(=O)CNC(=O)N1CCCC(N(C)CCc2ccccc2)C1 (stereo not drawn)
  -1% | -7% | i | -8 | 0 | i | -4% | 0.1
CCN(C(=O)c1ccco1)c1nnc(-c2ccc(OC)cc2)s1
  -18% | 3% | i | 0 | 5 | -8%[57.5 µM] | 1% | 0.3
O=C(NCc1cccc(C(F)(F)F)c1)c1cc(-c2ccccc2)nn1CC1CC(c2cccnc2)=NO1 (stereo not drawn)
  · | ? | i | 2 | 0 | -34%[inhibitor] | 10% | -1.9
CCS(=O)(=O)N1Cc2cc(C(=O)NCCOC)nc(-c3cccc(-c4ccncc4)c3)c2[C@@H]1CCO
  · | -1% | i | -12 | ? | -13% | 7% | -0.6
COc1ccc2oc(C(=O)OCC(=O)N(C)CC(=O)Nc3ccc(C)cc3)c(C)c2c1
  -2% | 0% | i | 8 | 24 | i | 4% | -1.3
C[C@H]1CN(S(=O)C(C)(C)C)[C@H](CCO)/C1=C\CCO (stereo partly drawn)
  · | -2% | i | 4 | -9 | -17% | 9% | -0.8
O=C(Nc1cc2c3c(c1)CC(=O)N3CCC2)c1ccc(Br)o1
  3% | 16% | i | -7 | -6 | -11% | 7% | -2.5
O=C(N/N=C/c1c[nH]c2ccccc12)c1cc(-c2ccc(-c3ccccc3)cc2)n[nH]1
  -6% | 10% | i | 35* | 16 | i | -4% | -1.8
COc1ccccc1N1CCN(S(=O)(=O)c2cc3c(cc2C)NC(=O)CO3)CC1
  2% | -25% | i | 0 | 6 | -13% | 15% | 0.6
O=C(/C=C/c1ccccc1)Oc1ccc(C(=S)N2CCOCC2)cc1
  -2% | -5% | i | 5 | -8 | i | 11% | -2.8
CN(CC(=O)Nc1c(Cl)cccc1Cl)C(=O)c1cc(S(=O)(=O)N(C)C)ccc1N1CCCC1
  -1% | 22% | i | 3 | 10 | -25% | 8% | -1.7
CC1(C)Cc2c(cnn2-c2ccccc2)C(NC(=O)CCCn2cncn2)C1 (stereo not drawn)
  4% | 8% | i | -3 | -28 | -19% | 1% | -0.8
CC1CC1c1ccc(/C=C(\C#N)C(=O)Nc2ccc(Cl)cc2Cl)o1 (stereo not drawn)
  -1% | 13% | i | -9 | 5 | -5% | 5% | 0.4
C=CCn1cc(C(=O)OC)c(=O)c2cc(S(=O)(=O)N(CC)CC)ccc21
  0% | 0% | i | 10 | -19 | i | 5% | 3.7
S=C(Nc1ccc(N2CCOCC2)cc1)Nc1ccc2snnc2c1
  1% | -6% | i | 1 | 4 | -9% | 7% | 0.1
O=c1cc(Cc2ccc([N+](=O)[O-])cc2)[nH]c(=O)[nH]1
  · | 1% | i | -7 | -3 | -7% | 3% | -3.7
Cc1csc(NC(=O)CN2C(=O)C3CC=CCC3C2=O)n1 (stereo not drawn)
  -1% | 4% | i | 1 | 7 | i | 7% | -2.0
O=C(NN1C(=O)/C(=C/c2cccnc2)SC1=S)C(c1ccccc1)c1ccccc1
  1% | -3% | i | 7 | -16 | i | -1% | 0.9
O=C(O)C1CCC(N2C(=O)C3CCCCC3C2=O)CC1 (stereo not drawn)
  -1% | -9% | · | -2 | 0 | 10% | 12% | -2.2
Cc1ccc(C)c(NC(=O)COC(=O)Cn2c(C)csc2=O)c1
  0% | 21% | i | -7 | 7 | -23% | 6% | 3.7
C/C=C\C=C/C(=O)Nc1cccc(C2=NOC3(C2)C[C@H](C(N)=O)N(C(=O)Cc2ccc([N+](=O)[O-])cc2)C3)c1 (stereo partly drawn)
  1% | 0% | i | -12 | 0 | -1% | 7% | -2.6
CC(C)C(=O)Nc1cccc(NC(=S)NC(=O)c2cccs2)c1
  -1% | 1% | i | -8 | -17 | i | 2% | -1.4
Cc1ccccc1CC1(CO)CCCN(C(=O)c2cc(-c3ccccc3)no2)C1 (stereo not drawn)
  1% | -9% | i | -3 | -2 | -5% | 12% | -0.7
O=C(C[n+]1cc(-c2ccc(Cl)cc2)n2c1CCC2)N1c2ccccc2Sc2ccccc21
  0% | 20% | i | -8 | -8 | -21% | 6% | -0.7
COc1cccc(NC(=O)c2cc(-c3cccnc3)nc3c(Cl)cccc23)c1
  0% | -1% | i | 10 | 36 | i | -2% | -0.9
N#Cc1c(SCC(=O)Nc2nc3ccc(Br)cc3s2)sc2c(O)cc(=O)[nH]c12
  -8% | 22% | i | -4 | -3 | ? | 2% | 0.4
OCCN1CCN(C(=S)c2ccc(Br)cc2)CC1
  1% | 4% | i | -8 | 2 | i | -5% | -3.3
CCOc1ccc(C(=O)NCC(=O)OC2CCOC2=O)cc1OCC (stereo not drawn)
  ? | -2% | i | -4 | 5 | -5%[57.5 µM] | -1% | -0.8
COc1ccc(-c2cc(NC=O)c3ncc(-c4ccc(OC)c(OC)c4)n3c2)cc1
  · | 7% | i | 1 | 33 | -34%[inhibitor] | 11% | -2.0
O=c1c2c3c(sc2n2c(=S)[nH]nc2n1-c1ccccc1)CCC3
  -5% | -8% | i | 7 | -20 | i | 1% | -0.3
CCc1ccccc1NC(=O)COc1ccc(N2CC(C(N)=O)CC2=O)cc1 (stereo not drawn)
  0% | -5% | i | -8 | -18 | i | 4% | 0.2
Cn1c(CN2CCN(C(=O)c3ccc(F)cc3)CC2)nc2cc([N+](=O)[O-])ccc21
  0% | 8% | i | -2 | 15 | -36%[inhibitor] | 1% | 0.4
COCCNC(=O)Cn1c(=O)n(Cc2ccco2)c(=O)c2ccccc21
  0% | 10% | i | -12 | 2 | i | -3% | 0.2
O=C(/C=C/c1cccs1)Nc1cccnc1
  -1% | 2% | i | 1 | -1 | i | 0% | -1.8
Cc1ccc(CNc2ncnc3cc(Cl)ccc23)cc1
  0% | -6% | i | -2 | 8 | -95%[inhibitor] | 8% | -0.3
O=c1c2sccc2nc(SCc2cc(=O)n3cc(Cl)ccc3n2)n1-c1ccc(F)cc1
  1% | 1% | i | 2 | 7 | -1% | -6% | -1.8
C=CCCC(=O)NC1CC(C)(C)Cc2c1cnn2-c1ccc(OC)cc1 (stereo not drawn)
  3% | -1% | i | -7 | -5 | i | 8% | 0.8
CCN(CC)C(c1ccc(C)cc1)c1nnnn1C1CCCCC1 (stereo not drawn)
  -1% | -4% | i | -8 | 10 | -8%[57.5 µM] | 1% | -2.2
COC(=O)c1cccc(C(=O)Nc2ccc(F)cc2)n1
  1% | -3% | · | -2 | -62* | -13%[57.5 µM] | 12% | -3.9
NCCNC(=O)Cc1ccc(NC(=O)Cc2ccc(Nc3ncnc4c3ncn4[C@@H]3O[C@H](CO)[C@@H](O)[C@H]3O)cc2)cc1
  -15% | 12% | i | 0 | 8 | -11% | 15% | -1.5
Nc1cc(N)nc(SCC(=O)NC(=O)NC2CCCC2)n1
  1% | -2% | i | 6 | -6 | i | 4% | -11
COc1cc2[nH]c(=S)n(NC(=O)c3ccccc3)c(=O)c2cc1OC
  -17% | -2% | · | -29 | -61* | i | 4% | -2.9
COC(=O)c1ccc(NS(=O)(=O)c2cc(-c3cc(C)no3)ccc2OC)cc1
  3% | -14% | i | 1 | -52* | -12% | 1% | 1.2
Cc1nc(NC(=O)CN2CC(C)OC(C)C2)sc1C(=O)N(C)C (stereo not drawn)
  1% | 5% | i | 1 | -5 | i | 4% | -4.0
CN(C)CCNC(=O)c1c(CSc2ccc(Cl)cc2)noc1C(=O)NCc1ccccc1
  · | -1% | i | -28 | ? | i | -1% | -4.2
O=C(COC(=O)c1cc(=O)[nH]c(=O)[nH]1)NCc1ccccc1
  2% | 0% | i | 0 | 5 | i | -3% | -1.8
CN(CC(=O)NCc1ccc(F)cc1)S(=O)(=O)c1ccc2c(c1)n(C)c(=O)c(=O)n2C
  0% | 5% | i | 2 | 11 | i | -1% | -0.3

# Some of these compounds in order of count of non-hydrogen atoms, low to high.
# Sequence of screens – Mm-Cpn inhibitor | EPAC2 antagonist | pAkt inh | D3 ag | DRD3 antagonist | PTHR1 agonist | EPAC2 agonist | CCT chaperon mod
Nc1cc(N)nc(SCC(=O)NC(=O)NC2CCCC2)n1
  1% | -2% | i | 6 | -6 | i | 4% | -11
O=c1c2sccc2nc(SCc2cc(=O)n3cc(Cl)ccc3n2)n1-c1ccc(F)cc1
  1% | 1% | i | 2 | 7 | -1% | -6% | -1.8
CN(C)CCNC(=O)c1c(CSc2ccc(Cl)cc2)noc1C(=O)NCc1ccccc1
  · | -1% | i | -28 | ? | i | -1% | -4.2

# High-throughput results (PubChem BioAssay)
